# Screens deposited in PubChem by several laboratories.
# MsrA inh – bovine MsrA enzyme inhibitors, primary screen, biochemical, absorbance, HTS; inhibition, % at 15.5 µM; purified bovine MsrA, absorbance read-out; AID 651718, 2012; Methionine sulfoxide reductase A (Bos taurus); 360,000 tested, 0.75% active; in the data active means inhibition above about 4.5%;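 further: 0% = vehicle wells with enzyme and 100% = reference inhibitor wells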
# CSN inh – inhibitors of CSN-mediated cullin deneddylation, primary screen, biochemical, fluorescence polarization, uHTS. Purified CSN, SCF-Nedd8-OG deneddylation. COP9 signalosome complex subunit 5 (Homo sapiens), Q92905. 360,000 tested, 0.38% active. inhibition, % at 12.5 µM. AID 651999, 2013;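 active means pattern-corrected inhibition above about 35%, with an unprinted fluorescence ratio check between 0.5 and 1.5, limit read from the data, passing the limit was not always enough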;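 further: 0% = enzyme with substrate and 100% = substrate without enzyme; some results filed as inactive read as strong as hits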
#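 Material: purified human Csn5 enzyme expressed in HEK293T cells / Medium: Tris buffer pH 7.5, NaCl, DTT, Tween-20, trehalose, ovalbumin / Compound dosing: 12.5 µM single point / Schedule: 90 min incubation of compound, enzyme and substrate at room temperature / Signal: fluorescence polarization of the substrate / Control set: no-enzyme wells high, enzyme-with-substrate wells low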
# NadD inh – inhibitors of S. aureus NadD, primary screen, biochemical, colorimetric, uHTS. Nicotinate-nucleotide adenylyltransferase NadD (Staphylococcus aureus N315). purified NadD enzyme, colorimetric absorbance read-out. AID 602399, 2012. inhibition, % at 20 µM. 360,000 tested, 0.78% active; in the data active means inhibition above about 26%; further: some compounds past the cut are filed as inactive
# Scp1 inh – Scp-1 phosphatase inhibitors, primary screen, biochemical, colorimetric, uHTS; AID 493091, 2011; Recombinant Scp1, phosphopeptide, malachite green phosphate absorbance; 340,000 tested, 0.88% active; inhibition, % at 20 µM;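 active means inhibition above about 50% at 20 µM, limit read from the data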;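 further: plate controls were DMSO wells with enzyme for no effect and wells lacking enzyme for full effect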
# Target sequence (Q9GZU7 76-261 limits assumed): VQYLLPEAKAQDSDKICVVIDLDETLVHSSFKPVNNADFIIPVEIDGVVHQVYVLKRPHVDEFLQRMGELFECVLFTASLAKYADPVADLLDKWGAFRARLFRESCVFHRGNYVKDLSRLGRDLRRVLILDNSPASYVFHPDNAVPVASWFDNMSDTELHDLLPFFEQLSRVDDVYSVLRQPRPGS
#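 System: truncated SCP-1 phosphatase (76-261aa); medium: Tris acetate buffer pH 5.5 with MgCl2 and Tween-20; incubation: 45 min room-temperature reaction, 5 min colour, 30 min stabiliser; compound: single 20 µM dose, 1% DMSO; reagent: Phosphorylated 17-residue peptide substrate; read-out: % inhibition at 20 µM; technique: colorimetric free-phosphate detection, absorbance 630 nm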
# DNMT1 block – human DNMT1 methyltransferase inhibitors, primary screen, biochemical, molecular beacon, fluorescence, HinP1I cleavage, uHTS; inhibition (reported as % activation of signal), % at 10 µM; AID 588458, 2011; 360,000 tested, 0.83% active; DNA (cytosine-5)-methyltransferase 1 (Homo sapiens), P26358; in the data active means inhibition above about 50%
# Tb MetRS inh – T. brucei MetRS inhibitors, primary screen, biochemical, luminescence | 360,000 tested, 0.4% active | AID 624268, 2012 | inhibition, % at 11.9 µM | purified T. brucei MetRS, ATP depletion, Kinase-Glo luminescence | methionyl-tRNA synthetase (Trypanosoma brucei brucei);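 active means inhibition above a per-plate cutoff of the control wells' mean inhibition plus 3 SD, cut at about 5.5% in these data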;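 further: 0% = DMSO wells median and 100% = median of wells with control inhibitor compound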
#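 Material: T. brucei methionyl-tRNA synthetase, purified; reagent: substrates ATP, L-methionine and bulk Escherichia coli tRNA; dosing: 11.9 µM single point; timing: 15 min plus 2 h at 25 °C; detection: luminescence of leftover ATP; evaluation: % inhibition; control set: DMSO-only wells as low control; replicates: singlicate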
# Rpn11 block – Rpn11 (PSMD14) deubiquitinase inhibitors, primary screen, biochemical, fluorescence polarization, uHTS; 26S proteasome non-ATPase regulatory subunit 14 (Homo sapiens), O00487; human 26S proteasome, Ub4-pepOG fluorescence polarization; 20S core pre-blocked with epoxomicin; calls only at 20 µM; 360,000 tested, 0.59% active; AID 588493, 2011;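 active means inhibition at 20 µM, scaled to each plate's controls, above about 33%, limit read from the data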
# Target sequence (O00487 whole entry, looked up): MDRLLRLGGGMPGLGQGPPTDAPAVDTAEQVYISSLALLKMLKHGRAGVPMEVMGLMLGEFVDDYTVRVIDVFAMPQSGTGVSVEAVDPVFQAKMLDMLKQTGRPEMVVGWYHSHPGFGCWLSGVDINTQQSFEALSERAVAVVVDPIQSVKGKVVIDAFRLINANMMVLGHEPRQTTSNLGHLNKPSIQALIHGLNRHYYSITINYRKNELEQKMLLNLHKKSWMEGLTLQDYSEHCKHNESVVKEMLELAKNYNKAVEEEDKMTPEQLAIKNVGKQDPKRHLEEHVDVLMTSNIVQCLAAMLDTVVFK
# STEP inh – STEP phosphatase inhibitors, primary screen, biochemical, fluorescence intensity, uHTS | Tyrosine-protein phosphatase non-receptor type 5 (Homo sapiens), P54829 | recombinant STEP, OMFP fluorogenic substrate | inhibition, % at 20 µM | 360,000 tested, 0.25% active;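 active means inhibition at 20 µM, scaled per plate between control wells, above about 37%, limit read from the data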;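 further: 0% = DMSO with enzyme and substrate and 100% = substrate only without enzyme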
#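 Material: STEP (striatal-enriched tyrosine phosphatase) enzyme, cell-free | Medium: 50 mM Bis-Tris pH 6.0 with 2.5 mM DTT and 0.005% Tween 20 | Read-out: Percent inhibition scaled to no-enzyme and uninhibited-enzyme controls, plate-pattern corrected | Signal: Fluorescence read at 480 nm ex / 540 nm em | Times: 20 min reaction, room temperature, in the dark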
# LMPTP block – LMPTP phosphatase inhibitors, primary screen, biochemical, fluorescence intensity, uHTS | recombinant LMPTP-A, OMFP fluorogenic substrate | 360,000 tested, 0.22% active | inhibition, % at 20 µM | Low molecular weight phosphotyrosine protein phosphatase (Homo sapiens), P24666;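 active means compounds that cut the enzyme signal by at least half of the control window in the single-dose screen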;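 further: plate controls were DMSO wells with enzyme plus substrate for no effect and substrate without enzyme for full effect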
# Target sequence (P24666 whole entry, looked up): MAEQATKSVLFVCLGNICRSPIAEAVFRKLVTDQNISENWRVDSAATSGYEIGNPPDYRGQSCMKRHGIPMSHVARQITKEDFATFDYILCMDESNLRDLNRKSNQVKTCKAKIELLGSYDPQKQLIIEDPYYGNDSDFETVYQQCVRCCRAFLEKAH
#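 Assay system: LMPTP-A enzyme. Input: 0.625 nM LMPTP-A final. Probe or stimulus: 400 µM OMFP. Compound dosing: single 20 µM dose. Schedule: 50 min dark incubation at room temperature. Detection: fluorescence intensity of OMFP turnover product. Read-out: percent inhibition versus substrate-only and uninhibited controls. Benchmarks: no-enzyme low control, uninhibited high control.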
# SUMO1-SIM PPI – modulators of SUMO1 protein-protein interactions, primary screen, biochemical, uHTS | 360,000 tested, 0.33% active | AID 602429, 2012 | Small ubiquitin-related modifier 1 (Homo sapiens), P63165 | inhibition, % at 20 µM | SUMO1 binding to a labelled peptide, TR-FRET, 1 h; in the data active means inhibition above about 37%
# Target sequence (P63165 whole entry, looked up): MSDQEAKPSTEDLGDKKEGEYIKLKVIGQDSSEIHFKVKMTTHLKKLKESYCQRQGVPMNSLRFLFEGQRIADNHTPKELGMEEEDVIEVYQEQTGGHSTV
# * = called active by the depositor; i = inactive. Random draw from the library; overall some 3.9% were active at least once.
SMILES,MsrA inh,CSN inh,NadD inh,Scp1 inh,DNMT1 block,Tb MetRS inh,Rpn11 block,STEP inh,LMPTP block,SUMO1-SIM PPI
CS(=O)(=O)NC1c2cccc3cccc(c23)C1N1CCOCC1 (stereo not drawn),-0.2,-7,-5,-1,11,-1.2,i,-1,-2.5,-6
CCOC(=O)c1c(NC(=O)CN2C(=O)NC3(CCCC3)C2=O)sc(C)c1CC,-0.9,3,-8,-2,5,-0.3,i,1,1.6,-2
COC(=O)CNC(c1ccccc1)c1cc(Br)ccc1N (stereo not drawn),0.1,6,-1,-4,-3,-0.2,i,-2,0.5,3
NC(=O)CC(NC(=O)c1ccccc1)c1ccc(NCCc2ccc(Cl)cc2)c([N+](=O)[O-])c1 (stereo not drawn),-0.8,0,0,-8,3,-0.5,i,1,2.1,-22
O=C1CC(c2cccc(Cl)c2)CC(O)=C1C=Nc1cccc(Cl)c1 (stereo not drawn),0.6,3,1,-2,1,-1.2,i,0,-0.9,-4
O=C(CSc1cccc[n+]1[O-])c1ccc(Cl)cc1,-0.8,0,-6,-7,1,0.8,i,2,0.4,2
Cc1nonc1NC(=O)CSc1nc2ccccc2[nH]1,1.5,3,-2,9,7,0.1,i,1,0.7,0
CC(C)(C)C1COc2ccccc2N1C(=O)c1cccc(Cl)c1 (stereo not drawn),0.4,0,-9,-12,2,0.8,i,1,0.5,2
CC(C)(C)C(=O)CSc1nnc(Nc2ccccc2)s1,0.8,29,-6,-8,2,1.6,i,-2,-0.5,4
O=C(/C=C/c1ccccc1)Nc1cc(C(=O)O)cc(C(=O)O)c1,2.1,0,-4,-4,-2,-0.3,i,-1,-0.3,-5
COc1cc2nc(C3CCC3)nc(N3CCN(c4ccccc4OC)CC3)c2cc1OC,1.1,3,-9,-1,-24,0.3,i,1,5.3,1
CCCc1cc2c(c(NC(C)=O)n1)c(=O)oc1ccccc12,-0.7,1,3,7,13,-1.0,i,-3,1.7,-5
Cc1cc2c(c(=O)o1)C(C13C=CC(CC1)C3)C(C#N)=C(N)O2 (stereo not drawn),-0.8,9,2,5,4,-0.4,i,2,1.8,11
CCOC(=O)c1sc(NC(=O)c2cc(-c3cccc(O)c3)on2)c(C(=O)OCC)c1C,-1.0,2,10,0,-7,0.3,i,-1,-1.3,0
COCCNC(=S)NN=C1CCCCCC1,1.4,-4,0,-5,-4,-1.0,i,3,-0.8,-4
O=C(NNC(=O)c1ccccc1OCc1ccccc1)c1ccccc1F,-0.1,1,-7,-15,-2,0.0,i,-2,-1.8,3
CCOC(=O)Cc1cc(=O)[nH]c(/N=C(\N)Nc2ccc(C)cc2C)n1,-0.2,-3,-1,-4,0,0.3,i,0,-1.1,2
Cn1nc(C(F)(F)F)c2cc(C(=O)Nc3ccc(F)cc3)sc21,0.3,-1,-4,-14,-2,0.4,i,-1,0.5,-1
COC(=O)c1cc2n(n1)CCCNC2=O,-0.1,-6,0,-1,1,-1.3,i,-1,-1.8,4
CC(C)S(=O)(=O)c1csc(NC(=O)Nc2cccc([N+](=O)[O-])c2)c1Cl,0.7,1,-10,-14,-5,-0.4,i,2,2.2,-9
CC(C)c1ccc(NC2=NCC(=O)N2Cc2cccs2)cc1,-0.8,3,-1,2,-1,0.1,i,-1,0.7,2
Cc1ccc(C)c(OCCC(=O)OCC(=O)N2CCN(S(=O)(=O)c3ccc(Cl)cc3)CC2)c1,-0.2,-4,-4,-1,-1,-0.2,i,-1,-0.3,2
CC(=O)Nc1ccc(NCN2C(=O)[C@@H]3[C@H]4CC[C@H](C4)[C@@H]3C2=O)cc1,-0.6,-4,-2,-6,7,-0.1,i,0,-2.4,-1
CCCCN(C)/C=N/c1c(C#N)cnn1-c1ccc(C)cc1,-0.2,-2,-1,-8,0,-0.1,i,2,0.1,6
CC1(C)CC2(CCO1)N1CC3(C)CN2CC(C)(C1)C3O (stereo not drawn),-0.1,0,4,-8,-5,-1.4,i,-2,-4.3,-2
CNC(=O)c1nc(C)n(-c2ccc(Cl)cc2Cl)n1,0.3,-8,-4,-2,3,-0.4,i,-1,-1.3,-3
CCc1nnc(SCC(=O)Nc2ccc(N3CCOCC3)cc2)n1C,-0.8,-1,-5,1,2,-0.4,i,-2,1.7,0
O=C(Nc1ccccc1)NC1CCS(=O)(=O)C1 (stereo not drawn),-0.7,0,-4,3,4,-1.4,i,2,-3.0,0
COc1ccc(C(C)=O)cc1COC(=O)c1c(C)nn(-c2ccccc2)c1C,0.9,-2,-7,-13,-3,1.6,i,-2,1.9,5
CN(C)CCCNC(=S)N(CCCN(C)C)Cc1cc2cc3c(cc2[nH]c1=O)OCO3,0.2,1,2,-9,-6,2.3,i,3,1.6,9
O=C(NCc1ccco1)C1CC(c2cccc([N+](=O)[O-])c2)=NO1 (stereo not drawn),-0.7,0,4,17,6,-0.5,i,-2,-1.2,-28
CCOc1ccc(NC(=O)c2ccc(N3CC4CC(C3)c3cccc(=O)n3C4)c(NC(=O)c3ccncc3)c2)cc1 (stereo not drawn),-0.4,2,13,-3,2,-0.7,i,0,-0.4,4
O=C(CN1CCN(S(=O)(=O)c2ccc(F)cc2)CC1)Nc1ccccc1C(=O)NC1CC1,0.6,-4,0,-7,0,-0.2,i,-2,0.0,4
CC(C)Cc1nc(Cl)c(C#N)c2c1CCCC2,-1.5,-2,5,-1,0,0.0,i,-1,0.6,4
O=C1c2ccccc2C(=O)N1Cc1nn2c(-c3ccc(Cl)cc3)nnc2s1,-0.6,0,15,-5,11,-1.8,i,-1,-0.2,-1
CC(=O)Nc1ccc(S(=O)(=O)N(C)CC(=O)OCC(=O)c2cc(C)n(-c3ccc4c(c3)OCO4)c2C)cc1,0.3,-17,5,-10,-11,0.9,i,1,1.0,0

# Of the compounds above, 9 contain a Cl atom.
SMILES,MsrA inh,CSN inh,NadD inh,Scp1 inh,DNMT1 block,Tb MetRS inh,Rpn11 block,STEP inh,LMPTP block,SUMO1-SIM PPI
NC(=O)CC(NC(=O)c1ccccc1)c1ccc(NCCc2ccc(Cl)cc2)c([N+](=O)[O-])c1 (stereo not drawn),-0.8,0,0,-8,3,-0.5,i,1,2.1,-22
O=C1CC(c2cccc(Cl)c2)CC(O)=C1C=Nc1cccc(Cl)c1 (stereo not drawn),0.6,3,1,-2,1,-1.2,i,0,-0.9,-4
O=C(CSc1cccc[n+]1[O-])c1ccc(Cl)cc1,-0.8,0,-6,-7,1,0.8,i,2,0.4,2
CC(C)(C)C1COc2ccccc2N1C(=O)c1cccc(Cl)c1 (stereo not drawn),0.4,0,-9,-12,2,0.8,i,1,0.5,2
CC(C)S(=O)(=O)c1csc(NC(=O)Nc2cccc([N+](=O)[O-])c2)c1Cl,0.7,1,-10,-14,-5,-0.4,i,2,2.2,-9
Cc1ccc(C)c(OCCC(=O)OCC(=O)N2CCN(S(=O)(=O)c3ccc(Cl)cc3)CC2)c1,-0.2,-4,-4,-1,-1,-0.2,i,-1,-0.3,2
CNC(=O)c1nc(C)n(-c2ccc(Cl)cc2Cl)n1,0.3,-8,-4,-2,3,-0.4,i,-1,-1.3,-3
CC(C)Cc1nc(Cl)c(C#N)c2c1CCCC2,-1.5,-2,5,-1,0,0.0,i,-1,0.6,4
O=C1c2ccccc2C(=O)N1Cc1nn2c(-c3ccc(Cl)cc3)nnc2s1,-0.6,0,15,-5,11,-1.8,i,-1,-0.2,-1
